POLI inh: DNA polymerase iota (human) inhibition; Pol iota fluorescent replication assay, 10 min; Potency, µM (highest dose often 115 µM), for the others: top-dose activity, negative = inhibition, usual class: inhibitors; actives 1% (n = 390,000); also: potency is read from the fitted curve at half-maximal effect
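Fluorescent replication assay read twice, at 0 min and 10 min after adding 50 nM (final) substrate. Enzyme (10 nM) and compounds were first incubated 15 min at room temperature; enzyme-free buffer wells were negative controls.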
POLK inh: DNA polymerase kappa (human) inhibition; Q9UBT6; purified Pol kappa, fluorescent DNA synthesis assay, 10 min; Potency, µM (titrated, usually from 107 µM), for the others: at the top dose activity, negative = inhibition, usual class: inhibitors; actives 0.53% (n = 400,000); also: potency is read from the fitted curve at half-maximal effect; % is scaled to controls: 0 for no effect and ±100 for the full control effect
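50 nM final substrate added after 15 min RT preincubation of 10 nM Pol kappa with compound; fluorescence read at 0 and 10 min.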
BLM inh: blocks DNA unwinding by human BLM helicase. P54132. recombinant BLM DNA unwinding, fluorescence dequenching. Potency, µM (series often up to 56.1 µM), for the others: top-dose activity change, negative = inhibition, hits mostly inhibitors. actives 0.2% (n = 350,000);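 also: potency is read from the fitted curve at half-maximal effect; plate controls were vehicle for no effect and no enzyme for full effect; nearly all actives have a fitted effect of over 35% in size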
APE1 inh: APE1 (human) endonuclease inhibition | P27695 | recombinant APE1, TAMRA/BHQ-2 abasic DNA cleavage fluorescence | Potency, µM (top dose mostly 65.8 µM), for the others: at the highest dose activity change, negative = inhibition, usual class: inhibitors | actives 0.35% (n = 350,000);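 also: potency is read from the fitted curve at half-maximal effect; plate controls were vehicle for no effect and reference inhibitor for full effect; nearly all actives have a fitted effect of over 55% in size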
Target sequence (P27695 whole entry, looked up): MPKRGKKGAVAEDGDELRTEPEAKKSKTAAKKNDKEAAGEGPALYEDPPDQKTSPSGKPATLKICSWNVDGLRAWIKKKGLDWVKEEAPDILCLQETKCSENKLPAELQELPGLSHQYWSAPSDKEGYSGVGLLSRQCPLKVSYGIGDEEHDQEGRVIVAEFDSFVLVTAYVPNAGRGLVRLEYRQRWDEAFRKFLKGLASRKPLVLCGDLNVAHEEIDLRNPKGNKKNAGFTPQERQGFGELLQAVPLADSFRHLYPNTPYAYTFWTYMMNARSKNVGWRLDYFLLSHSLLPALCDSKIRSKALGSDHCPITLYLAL
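Substrate: short duplex with […] THF abasic site, 5'-TAMRA and 3'-BHQ-2, 50 nM final. APE1 at 0.75 nM, preincubated 15 min RT with compound. Fluorescence increase from first to third read measured activity.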
POLB inh: inhibitors of human DNA polymerase beta; P06746; actives 1.3% (n = 340,000); Potency, µM (series often up to 114 µM), for the others: at the highest dose activity change, negative = inhibition, actives largely listed as inhibitors; Pol beta primer extension/strand displacement, fluorescence kinetic; also: potency is read from the fitted curve at half-maximal effect; % is scaled to controls: 0 for no effect and ±100 for the full control effect
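Kinetic readout of DNA synthesis with strand displacement by Pol beta. Compound and 10 nM enzyme sit 15 min at room temperature; 50 nM substrate starts the reaction, read immediately and at 10 min.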
RXFP1 antagonist: blocks the human relaxin receptor RXFP1 | AID 1259400 | actives 0.59% (n = 350,000) | activity change, negative = inhibition, % at 57.5 µM | Q9HBX9 | HEK293-RXFP1, relaxin-stimulated cAMP HTRF, 30 min; stronger effect = lower value;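 active = activity change of -60% or lower, but not beyond a set lower limit; inconclusive = change between -60% and -40%, or beyond the set limit; inactive = change above -40%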; also: % is scaled to controls: 0 for no effect and ±100 for the full control effect
Target sequence (Q9HBX9 whole entry, looked up): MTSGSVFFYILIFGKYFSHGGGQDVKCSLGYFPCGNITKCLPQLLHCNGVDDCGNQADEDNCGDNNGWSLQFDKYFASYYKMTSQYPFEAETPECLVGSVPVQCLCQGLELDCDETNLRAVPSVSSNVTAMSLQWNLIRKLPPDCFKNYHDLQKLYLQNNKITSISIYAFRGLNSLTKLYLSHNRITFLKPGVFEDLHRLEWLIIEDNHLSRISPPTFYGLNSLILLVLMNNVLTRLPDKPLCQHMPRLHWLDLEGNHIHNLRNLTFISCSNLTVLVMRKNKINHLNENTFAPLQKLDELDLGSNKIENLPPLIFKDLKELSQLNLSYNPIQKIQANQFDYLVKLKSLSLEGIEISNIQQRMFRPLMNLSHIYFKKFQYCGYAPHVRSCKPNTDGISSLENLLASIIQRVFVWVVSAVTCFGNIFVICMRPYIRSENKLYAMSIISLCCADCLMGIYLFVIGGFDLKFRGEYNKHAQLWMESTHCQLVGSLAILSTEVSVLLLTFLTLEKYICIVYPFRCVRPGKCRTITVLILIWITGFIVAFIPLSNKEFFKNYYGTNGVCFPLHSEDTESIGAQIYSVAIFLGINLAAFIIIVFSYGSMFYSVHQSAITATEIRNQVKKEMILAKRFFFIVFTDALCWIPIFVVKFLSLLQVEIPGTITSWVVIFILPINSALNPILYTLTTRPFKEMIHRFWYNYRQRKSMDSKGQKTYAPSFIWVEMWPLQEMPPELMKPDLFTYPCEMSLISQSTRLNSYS
Apoferritin bind: candidate novel general anesthetic via apoferritin binding | apoferritin/1-aminoanthracene competitive binding, fluorescence | actives 0.074% (n = 350,000) | Potency, µM (top dose mostly 77.5 µM), for the others: top-dose activity change, negative = displacement, hits mostly inhibitors | P02791; also: potency is read from the fitted curve at half-maximal effect; % is scaled to controls: 0 for no effect and ±100 for the full control effect; nearly all actives have a fitted effect of over 20% in size
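Read-out: endpoint 1-AMA fluorescence, excitation 380 nm and emission 535 nm, after compounds sit 10 min at room temperature with 10 uM horse-spleen apoferritin in 50% saturated 1-AMA/PBS. Values come from four-parameter Hill fits.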
POLH inh: DNA polymerase eta (human) inhibition. AID 588591. Potency, µM (highest dose often 114 µM), for inactives: at the highest dose activity change, negative = inhibition, hits mostly inhibitors. recombinant Pol eta, fluorescent DNA replication assay. actives 1.2% (n = 390,000). Q9Y253; also: potency is read from the fitted curve at half-maximal effect; % is scaled to controls: 0 for no effect and ±100 for the full control effect
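Fluorescent replication assay: 50 nM final substrate added after a 15 min room-temperature compound preincubation with 10 nM enzyme. Signal taken at 0 min and again at 10 min.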
Tb PGK inh: T. brucei PGK inhibition; P07378; PGK/GAPDH coupled, Kinase-Glo luminescence, 60 min; Potency, µM (titrated, usually from 57.5 µM), without a hit: at the top dose activity change, negative = inhibition, actives largely listed as inhibitors; actives 0.043% (n = 380,000); AID 602233; also: potency is read from the fitted curve at half-maximal effect; % is scaled to controls: 0 for no effect and ±100 for the full control effect; nearly all actives have a fitted effect of over 60% in size
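Luminescent ATP detection (Kinase-Glo Plus) follows a 60-minute room-temperature incubation, with wells lacking PGK as controls. Buffer: 100 mM TEA (pH 7.6), 5 mM MgCl2, 0.01% Tween-20. Coupling enzyme GAPDH (100 nM final) supplies unstable 1,3-BPG in-well.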
* marks the source's active call; other numbers are inactive results; i = inactive; ? = inconclusive; . = no result given; & = joins results of further samples; [ ] = another dose, or the depositor's remark. Unless noted, calls follow the shape of the dose curve; as a rule, active = well fitted curve in the direction sought with a large enough effect; inconclusive = small, poorly fitted or top-dose-only effect, or another doubt; inactive = no such curve, though single readings can be large; an effect the other way counts as inactive or inconclusive. The list is partial; the hit share may differ from the screen's.

no.	Structure	POLI inh	POLK inh	BLM inh	APE1 inh	POLB inh	RXFP1 antagonist	Apoferritin bind	POLH inh	Tb PGK inh
1	COc1cccc(Cn2c(=O)ccc3ccccc32)c1	-8%	13%	2%	-4%	-16%	-9	?	-11%	.
2	O=C(OCc1nnc(-c2ccccc2)o1)c1ccc(Br)o1	-12%	2%	.	-15%	.	-73*	.	-5%	12%
3	Cc1ccc(C2CC(c3ccccc3OC(F)F)Nc3ncnn32)cc1 (stereo not drawn)	7%	0%	1%	-3%	-18%	3	-4%	-5%	2%
4	Cc1cc(C(=O)N/N=C/c2cccs2)no1	-11%	8%	2%	-8%	10%	.	-5%	-8%	i
5	CCC(Oc1ccccc1)C(=O)N(Cc1ccccc1)c1ccccn1 (stereo not drawn)	20%	-20%	-2%	1%	15%	0	-14%	-15%	-1%
6	CC(=O)N1CCc2cc(NC(=O)c3ccc(C)cc3)ccc21	-1%	-5%	1%	-1%	-10%	-2	2%	-14%	0%
7	Cc1nc(CC(=O)O)c(-c2ccccc2)s1	16%	-14%	-3%	2%	-6%	-2	4%	-12%	4%
8	CCCCN1C(=O)N(C)C2NC(=S)NC21 (stereo not drawn)	-17%	2%	5%	1%	-1%	5	-7%	-13%	-7%
9	COc1cc(-c2nnc(NC(=O)CS(=O)(=O)c3ccc(C)cc3)o2)cc(OC)c1OC	3%	-14%	.	7%	.	-9	.	-20%	-6%
10	CCOC(=O)C1=C(C)Nc2nc3ccccc3n2C1c1ccccc1 (stereo not drawn)	0%	-7%	0%	7%	15%	-9	-6%	12%	-8%
11	CCC(Oc1ccccc1)C(=O)NCCOC (stereo not drawn)	11%	3%	2%	3%	-27%	-7	2%	2%	i
12	Cc1ccc(CNC(=O)C2CC(c3ccc(C(F)(F)F)cc3)=NO2)o1 (stereo not drawn)	2%	6%	-3%	-3%	-11%	.	-10%	-1%	-10%
13	c1ccc(-c2cn(CC3CCCCC3)nn2)cc1	-4%&20%	5%&0%	-13%	0%	22%	.	-18%	-9%	-6%
14	CN1CCC(N(C)S(=O)(=O)c2ccc(NC(=O)COc3cccc(C(F)(F)F)c3)cc2)CC1	26%	-19%	.	5%	.	-11	.	-20%	2%
15	O=c1[nH]c(C2CCCN(S(=O)(=O)c3ccccc3)C2)nc2c1nnn2Cc1ccccc1Br (stereo not drawn)	-11%&17%	-24%&-9%	-8%&-6%	16%	10%&2%	16&-12	-4%&-10%	-2%	-3%
16	Cc1nc(SCC(=O)c2ccccc2)n[nH]1	10%	-14%	-1%	2%	-16%	-9	-14%	4%	-13%
17	Cc1cccc(/C=C2\CS/C(=C\c3cccc(C)c3)C2=O)c1	-7%	-1%	-10%	-3%	0%	0	?	-9%	-2%
18	Cc1ccc(C2CC(=O)N(Cc3ccc(F)cc3)c3c2c(C)nn3-c2nc(C)cc(C)n2)cc1 (stereo not drawn)	24%	3%	-2%	.	-2%	-5	-14%	3%	-3%
19	CCCCC[C@H](O)C/C=C1/C(=O)C=C[C@@H]1C/C=C\CCCC(=O)O	.	-5%[19.4 µM]	-16%	0%&0%	.	.	-9%	.	.
20	CC(=O)N(C1=C(Cl)C(=O)c2ccccc2C1=O)c1ccc(C(=O)O)cc1	3.2µM*	-1%	-21%	0%	17%	-36	-1%	20µM*	i
21	O=C(N/N=C\c1cn(-c2ccccc2)nc1-c1ccccc1)c1ccc2c(c1)OCO2	2%	-12%	-7%	-3%	0%	-7	-12%	-11%	-8%
22	Cc1cccc(NCc2ccc(O)c3ncccc23)c1C	58%[activator]	6%	-6%	-2%	-3%	-11	?	-10%	-1%
23	Cc1n[nH]c(C)c1CCc1nc2c3ccccc3nc(SCC(N)=O)n2n1	9%	-18%	2%	3%	-5%	1	-15%	6%	-2%
24	Cn1c(=O)c2c(nc(N3CCN(c4ccccn4)CC3)n2Cc2ccc(Cl)cc2Cl)n(C)c1=O	31%[activator]	-7%	0%	-2%	-1%	.	-9%	-9%	-5%
25	COC(=O)c1ccc(CSc2ccc(S(=O)(=O)N3CCCCC3)cn2)cc1	-7%	-3%	.	-23%	.	-5	.	-1%	i
26	CCCN(C(=O)c1c(C)oc2ncnc(N3CCOCC3)c12)c1ccc(Cl)c(Cl)c1	-2%	6%	1%	.	24%	-4	-7%	1%	-2%
27	CC(C)Cc1ccc(S(=O)(=O)Nc2cc3c(cc2N2CCOCC2)n(C)c(=O)c(=O)n3C)cc1	29%	1%	-1%	.	2%	.	?	-8%	-1%
28	Cc1cccc(NC(=O)c2ccc(-c3ccccc3)s2)c1	77%[activator]	-20%	-3%	.	25%	12	40%[activator]	-10%	-6%
29	CS(=O)(=O)N1CCN(c2ccccc2NC(=O)c2cccc3ccccc23)CC1	19%	-9%	-1%	2%	?	-1	-3%	-18%	-10%
30	CC1CCCCC1NC(=O)COn1nnc2ccc(Cl)cc21 (stereo not drawn)	11%	-5%	-1%	-3%	0%	4	?	-6%	-1%
31	CCOc1cc(CN2CCN(C(=O)c3cccc4ccccc34)CC2)ccc1OC	21%	0%	-3%	27%	36%	-12	-16%	-10%	-3%
32	NC(=O)COC(=O)Cc1coc2cc3c(cc12)CCC3	53%[activator]	-2%	1%	10%	-7%	-9	-7%	-19%	-2%
33	Cc1cccc(C)c1OCC(=O)Nc1cccc(C(=O)O)c1	96%[activator]	-17%	8%	-4%	-1%	-3	2%	-13%	0%
34	Cc1nn(-c2ccccc2)c2c1c(C)c(CCC(=O)NCC1CCCO1)c(=O)n2C (stereo not drawn)	-5%	13%	2%	38%	-24%	0	-1%	-6%	-4%
35	O=C(O)CNC(=O)C1COc2ccccc2O1 (stereo not drawn)	-1%	-2%	0%	-1%	11%	-4	-3%	-3%	-3%
36	O=C(Nc1nnc(CC(=O)N2CCOCC2)s1)C1COc2ccccc2O1 (stereo not drawn)	3%	-10%	-3%	0%	-10%	-8	-7%	11%	0%
37	CC(C)N1CCC2(CC1)Oc1ccc(Br)cc1C1CC(c3cccnc3)=NN12 (stereo not drawn)	?	-9%	-10%	-2%	?	3	-8%	-3%	-8%
38	O=C(NCCc1ccccc1)[C@@H]1CC=C[C@@H]2CCN(C3CCCCC3)C(=O)[C@@H]21	22%&15%	-19%&-16%	.	.	.	.	.	-19%	0%
39	Cc1ccccc1/C=N/NC(=O)c1sccc1C	11%	-7%	3%	-1%	18%	.	-10%	-6%	-19%
40	CCn1c(=O)c(C(=O)NCCc2ccc(OC)c(OC)c2)c(O)c2ccccc21	-8%	7%	-4%	43%	0%	-7	12%	-11%	-1%

By substructure, the entries above containing a CF3 group
no.	Structure	POLI inh	POLK inh	BLM inh	APE1 inh	POLB inh	RXFP1 antagonist	Apoferritin bind	POLH inh	Tb PGK inh
12	Cc1ccc(CNC(=O)C2CC(c3ccc(C(F)(F)F)cc3)=NO2)o1 (stereo not drawn)	2%	6%	-3%	-3%	-11%	.	-10%	-1%	-10%
14	CN1CCC(N(C)S(=O)(=O)c2ccc(NC(=O)COc3cccc(C(F)(F)F)c3)cc2)CC1	26%	-19%	.	5%	.	-11	.	-20%	2%

More structures
no.	Structure	POLI inh	POLK inh	BLM inh	APE1 inh	POLB inh	RXFP1 antagonist	Apoferritin bind	POLH inh	Tb PGK inh
41	Cc1ccc(NC(=O)c2c(C)oc3ncnc(N4CCCCC4)c23)c(C)c1	-5%	-14%	-1%	.	-1%	8	-10%	-10%	4%
42	Cc1ccc(C(C(=O)NC2CCCCC2)N(CC2CCCO2)C(=O)CNC(=O)c2ccco2)cc1 (stereo not drawn)	2%	-10%	-3%	1%	-1%	9	-6%	-15%	1%
43	O=C(Oc1ccccc1)c1cccc2cccnc12	8%	-8%	-2%	2%	5%	-18	-5%	-3%	.
44	Fc1ccccc1Cn1nnc(-c2ccc3c(c2)OCO3)n1	-6%	-24%	-9%	14%	-1%	-2	49%[activator]	-5%	-2%
45	CCOc1ccc(S(=O)(=O)N2CCOCC2)cc1NC(=O)C1CSC2(C)CCC(=O)N12 (stereo not drawn)	?	-19%	.	4%	.	2	.	0%	-4%
46	COc1ccc(Cl)cc1C(=O)Nc1ccc(Br)c(C)n1	87%[activator]	-5%	-4%	-2%	1%	-6	-6%	-2%	-7%
47	CN(C(=O)CN1CCCCCC1)c1c(N)n(Cc2ccccc2)c(=O)[nH]c1=O	30%	-10%	.	-18%	.	4	.	2%	i
48	Cc1c(C)c2ccc(OC(C)C(=O)N[C@@H](Cc3c[nH]c4ccccc34)C(=O)O)c(C)c2oc1=O (stereo partly drawn)	-5%	0%	1%	-15%	30%	.	-15%	-3%	0%
49	CCn1cc(/C=C(\NC(=O)c2ccccc2Cl)C(=O)N2CCOCC2)c2ccccc21	-5%	-14%	-1%	-19%	24%	3	-11%	-3%	4%
50	CC(=O)N1CCc2cc(S(=O)(=O)NCCC(=O)Nc3ccc4c(c3)OCCO4)ccc21	-7%	-10%	-2%	-1%	6%	11	-3%	9%	-7%
51	O=C(CSc1nnc(CNC(=O)c2ccccc2F)o1)Nc1cccc(C(F)(F)F)c1	12%	-18%	-7%	-10%	12%	-18	-23%	-1%	-2%
52	COC(=O)Nc1sc2c(c1C(=O)NC1CC1)CCCCCC2	-2%	-2%	-4%	-2%	-30%	4	?	2%	-3%
53	CS(=O)(=O)c1ccc(NS(=O)(=O)c2ccc(Cl)c(C(=O)NCc3ccco3)c2)cc1	?	-10%	.	-1%	.	10	.	-8%	-7%
54	COC(=O)c1ccc(NC(=O)c2cccc(C)c2)cc1	119%[activator]	5%	-2%	13%	4%	-13	-3%	3%	i
55	c1ccc(-n2nnnc2NCCc2c[nH]c3ccccc23)cc1	24%	-8%	0%	1%	1%	3	-17%	-6%	10%
